HCMV inh: inhibitors of human cytomegalovirus; HFF cells, HCMV-luciferase reporter, 72 h; stronger effect = lower value; activity change, negative = inhibition, % at 57.5 µM; actives 4.5% (n = 410,000); in the data active = activity change below about -60%; inconclusive = no clear call, values can overlap the other calls; inactive = above about -39%
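Cell-based, HFFs, 1000 cells/well, 16 h 37C; cpds in DMSO + HCMV-luc, MOI 1 PFU/cell; 72 h 37C; OneGlo luminescence after 5 min RT; norm. to buffer vs Salinomycin 10uM.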
Tb PYK inh: inhibitors of Trypanosoma brucei pyruvate kinase; Q57TT1; TbPYK enzyme, Kinase-Glo Plus ATP luminescence, 45 min; Potency, µM (top dose mostly 76.8 µM), for inactives: at the top dose activity, negative = inhibition, usual class: inhibitors; actives 0.12% (n = 410,000); AID 624173; also: potency is read from the fitted curve at half-maximal effect; nearly all actives have a fitted effect of over 50% in size
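Activity of T. brucei pyruvate kinase was followed by Kinase-Glo Plus luminescence after the enzyme reacted 45 min at room temperature with 130 uM ADP (final) and substrate. Test compounds were added before ADP at multiple concentrations.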
AmpC inh detg: inhibitors of E. coli AmpC beta-lactamase with detergent; P00811; AmpC hydrolysis of nitrocefin, absorbance 480 nm, 0.01% Triton; Potency, µM (top dose mostly 114 µM), without a hit: at the top dose activity change, negative = inhibition, most hits filed as inhibitors; actives 0.041% (n = 370,000); AID 485294;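 also: potency is read from the fitted curve at half-maximal effect; 0% = no-compound wells and -100% = no-enzyme wells; nearly all actives have a fitted effect of over 25% in size; some results filed as inactive show a strong effect at the top dose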
Target sequence (P00811 whole entry, looked up): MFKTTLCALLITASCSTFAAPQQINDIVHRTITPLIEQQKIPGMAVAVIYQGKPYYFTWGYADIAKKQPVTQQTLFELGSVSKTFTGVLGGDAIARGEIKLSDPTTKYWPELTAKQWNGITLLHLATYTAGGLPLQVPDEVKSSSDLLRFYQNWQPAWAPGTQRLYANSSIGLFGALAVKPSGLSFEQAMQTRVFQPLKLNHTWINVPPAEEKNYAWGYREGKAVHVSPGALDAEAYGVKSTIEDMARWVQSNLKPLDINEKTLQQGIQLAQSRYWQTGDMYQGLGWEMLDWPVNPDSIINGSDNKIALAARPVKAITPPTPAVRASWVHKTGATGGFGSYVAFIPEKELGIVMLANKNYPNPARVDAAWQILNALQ
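20 mM phosphate pH 7.0 + 0.01% (detergent screen) or 0.0001% Triton X-100; 5.3 nM AmpC reagent; cpd preinc 15 min RT; nitrocefin (800 uM stock) to start; A480 q20 s × 4 min; Activity was normalised to no-enzyme and no-compound control wells.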
AMA1-RON2 inh: inhibitors of Plasmodium falciparum AMA1-RON2 interaction; AlphaScreen AMA1-biotinylated RON2 peptide binding; Potency, µM (titrated, usually from 58.2 µM), for inactives: at the highest dose activity change, negative = inhibition, most hits filed as inhibitors; actives 0.2% (n = 360,000);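 also: potency is read from the fitted curve at half-maximal effect; 0% = vehicle wells and -100% = peptide control; nearly all actives have a fitted effect of over 45% in size; some results filed as inactive show a strong effect at the top dose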
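AMA1 (3D7) with his tag at 25 nM final met compounds first, then biotinylated RON2 peptide at 25 nM; detection used donor plus acceptor beads, 10 µg/mL apiece, read by AlphaScreen after 30 min at room temperature.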
HCV inhibitor: HCV inhibition | Huh7.5.1 HCVcc-Cre infection, luciferase reporter, 44 h | Potency, µM (doses to about 41.8 µM), for inactives: top-dose activity change, negative = inhibition, actives largely listed as inhibitors | actives 3.4% (n = 340,000) | AID 651820; also: potency is read from the fitted curve at half-maximal effect
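Reporter virus HCVcc-Cre (~0.5 moi) infects cells exposed to compound; seeding density 1,000 cells/well with 4 h settling beforehand. Luminescence, 15 sec read, taken 44 h post-infection following a 15 min RT substrate incubation.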
LmPK inh: LmPK (Leishmania mexicana) enzyme inhibition; AID 1721; Potency, µM (titrated, usually from 57.5 µM), for the others: at the highest dose activity change, negative = inhibition, usual class: inhibitors; purified LmPK, Kinase-Glo ATP luminescence, 1 h; actives 0.37% (n = 290,000); also: potency is read from the fitted curve at half-maximal effect
Target sequence (Q27686 whole entry, looked up): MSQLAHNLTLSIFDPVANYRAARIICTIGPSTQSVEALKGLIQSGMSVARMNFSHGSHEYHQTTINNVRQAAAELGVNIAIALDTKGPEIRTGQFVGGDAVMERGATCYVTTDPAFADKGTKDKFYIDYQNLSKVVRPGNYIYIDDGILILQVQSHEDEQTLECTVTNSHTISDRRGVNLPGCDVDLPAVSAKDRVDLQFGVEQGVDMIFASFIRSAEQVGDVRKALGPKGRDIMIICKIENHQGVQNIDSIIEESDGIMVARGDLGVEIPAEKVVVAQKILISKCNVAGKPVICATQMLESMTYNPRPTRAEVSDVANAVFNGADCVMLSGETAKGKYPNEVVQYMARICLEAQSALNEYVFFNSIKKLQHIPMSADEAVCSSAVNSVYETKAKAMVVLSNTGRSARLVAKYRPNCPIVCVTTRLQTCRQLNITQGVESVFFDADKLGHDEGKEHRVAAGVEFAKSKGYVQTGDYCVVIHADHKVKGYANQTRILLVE
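0.1 nM LmPK, 0.5 mM PEP, 0.1 mM ADP; 50 mM imidazole pH 7.2, 7 mM MgCl2, 50 mM KCl; 1 h RT. Kinase-Glo luminescence readout, normalized to no-enzyme (full inhibition) and uninhibited wells.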
AmpC no deterg: AmpC beta-lactamase inhibition without detergent | actives 0.52% (n = 330,000) | P00811 | Potency, µM (top dose mostly 57.1 µM), for the others: top-dose activity change, negative = inhibition, hits mostly inhibitors | AmpC nitrocefin hydrolysis, absorbance 480 nm, 0.0001% Triton;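 also: potency is read from the fitted curve at half-maximal effect; plate controls were no compound for no effect and no enzyme for full effect; nearly all actives have a fitted effect of over 20% in size; some results filed as inactive show a strong effect at the top dose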
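AmpC (5.3 nM in the dispensed reagent) in 20 mM phosphate pH 7.0 with 0.01% (detergent screen) or 0.0001% Triton X-100 was preincubated with compounds for 15 min at room temperature. Nitrocefin was then added from an 800 uM solution, and hydrolysis was followed at 480 nm.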
Numbers without * were called inactive; u = inconclusive; x = no result given; & = joins results of further samples; [ ] = remark or other dose. Unless noted, calls follow the shape of the dose curve; as a rule, active = well fitted curve in the direction sought with a large enough effect; inconclusive = small, poorly fitted or top-dose-only effect, or another doubt; inactive = no such curve, though single readings can be large; an effect the other way counts as inactive or inconclusive. Unless noted, % is scaled to controls: 0 for no effect and ±100 for the full control effect.

canonical_smiles	HCMV inh	Tb PYK inh	AMA1-RON2 inh	AmpC inh detg	HCV inhibitor	LmPK inh	AmpC no deterg
CCCNC(=O)C(Cc1ccc(Cl)cc1)NC(=O)c1ccc(C#N)cc1 (configuration not stated)	43	1%	-5%	2%	-16%	x	1%
CC1(c2nnc(-c3ccccc3)o2)CC(c2ccccc2)=NO1 (configuration not stated)	22	-1%	13%	x	-3%	x	x
COc1cccc(-n2c(SCC(=O)N3CCCc4ccccc43)nc3c([nH]c4ccccc43)c2=O)c1	-17	-3%	x	-1%	x	x	x
O=c1c2c(C(F)(F)F)cc(C(F)(F)F)nc2[nH]n1-c1ccccc1	-39	-10%	-12%	0%	4%	3%	-20%
Cc1ccc(C(=O)CCC(=O)NN2C(=O)NC3(CCCCC3)C2=O)cc1	-30	4%	-1%	0%	1%	x	-20%
FC(F)(F)C1=CC(c2ccccc2)=NCCN1	41	5%	13%	8%	0%	-3%	-3%
CCN1CCN(C(=O)C2CCN(Cc3cc(Cl)ccc3O)CC2)CC1	u	2%	0%	4%	u	-10%	1%
CC(=O)N1c2ccc(S(=O)(=O)N3CCCC(C(=O)NCc4ccccc4)C3)cc2CC1C (configuration not stated)	u	-5%	-10%	-4%	u	1%	59%

The list goes on:
canonical_smiles	HCMV inh	Tb PYK inh	AMA1-RON2 inh	AmpC inh detg	HCV inhibitor	LmPK inh	AmpC no deterg
CCS(=O)(=O)c1ccc2oc(SCC(=O)N3c4ccccc4CC3C)nc2c1 (configuration not stated)	-23	-9%	21%	3%	u	5%	28%
O=C(COc1ccc(Br)cc1F)NCC1(N2CCCCC2)CCCCC1	-33	3%	-7%	x	-7%	x	-12%
CCOC(=O)c1csc(-c2csc(CCNC(=O)c3ccccc3)n2)n1	1	-1%	u	x	x	x	x
Cc1cccc(C)c1NC(=S)N1CCCN(C)CC1	u	-3%	5%	-3%	4%	0%	-25%
COc1ccc2oc(C(=O)OCC(=O)Nc3cc(S(=O)(=O)N4CCOCC4)ccc3OC)c(C)c2c1	-12	0%	4%	-8%	10%	x	-7%
O=C(NC1CCS(=O)(=O)C1)/C(=C/c1ccc(Cl)cc1)NC(=O)c1ccccc1 (configuration not stated)	8	1%	4%	-9%	4%	-2%	-40%
COc1ccc(CC(=O)NC(C)c2nnc(SCC(=O)Nc3cc(C)ccc3OC)n2C)cc1 (configuration not stated)	-23	4%	3%	2%	-14%	2%	109%[activator]
CC1CCCCN1Cc1nc2ccccc2c(=O)[nH]1 (configuration not stated)	54	5%	66%[activator]	-3%	18%	1%	-7%

The listing continues.
canonical_smiles	HCMV inh	Tb PYK inh	AMA1-RON2 inh	AmpC inh detg	HCV inhibitor	LmPK inh	AmpC no deterg
O=C1[C@@H]2C(c3ccccc3Cl)=NO[C@@H]2C(=O)N1Cc1ccccc1	42	-10%	15%	-6%	0%	3%	-22%
COc1ccc(CCNS(=O)(=O)c2ccc3c(c2)CC(C)N3C(C)=O)cc1OC (configuration not stated)	3	3%	1%	-2%	-26%	0%	4%
Cc1ccc(NC2=NC(c3ccc(C)cc3)n3c(nc(C)cc3=O)N2)cc1 (configuration not stated)	11	-4%	-3%	u	-7%	0%	-14%
Cc1ccc(NC(=O)COC(=O)CCc2c[nH]c(=O)[nH]2)cc1	41	-1%	13%	-10%	12%	-2%	-8%
CCNC(=S)N1CCN(c2ncccn2)CC1	-17	0%	2%	-2%	0%	-1%	-1%
Cc1oncc1C(=O)Nc1cccc(C#N)c1	11	4%	-11%	1%	5%	-12%	-35%
CCCOc1ccc(NC(=O)CC2C(=O)N(c3ccc(OC)cc3)C(=O)N2CCc2ccncc2)cc1 (configuration not stated)	-37	4%	x	1%	x	x	x
Cc1ccc(NC(=O)C2CC2C)cc1S(=O)(=O)N1CCOCC1 (configuration not stated)	9	-7%	-13%	-13%	-6%	x	-34%

Continued.
canonical_smiles	HCMV inh	Tb PYK inh	AMA1-RON2 inh	AmpC inh detg	HCV inhibitor	LmPK inh	AmpC no deterg
O=c1c2cc(Cl)ccc2nc(-c2ccccc2)n1O	-26	-1%	90%[activator]	5%	14%	3%	-25%
CN(C)c1ccc(CN2CCC(C(=O)NC(c3ccc(F)cc3)c3ccc4ccccc4n3)CC2)cc1 (configuration not stated)	11	-3%	u	x	x	x	x
C#Cc1ccc(NC(=O)C2(C)CCN2C(=O)CC(c2ccccc2)c2ccccc2)cc1 (configuration not stated)	-10	-15%	9%	x	x	x	x
CC(C)(C)NS(=O)(=O)c1cccc(S(=O)(=O)c2cccc(S(=O)(=O)NC(C)(C)C)c2)c1	x	-3%	8%	u	x	3%	-33%
O=C(Nn1cnnc1)C1CCCN1S(=O)(=O)c1ccc(F)cc1 (configuration not stated)	-8	19%	8%	u	19%	-10%	-15%
COc1ccc(NC(=O)N2c3ccccc3C(C)=CC2(C)C)cc1	u	-3%	-1%	-1%	9%	0%	-5%
NS(=O)(=O)c1ccc(CCNC(=O)CCCCCn2c(=O)[nH]c3ccccc3c2=O)cc1	34	0%	x	-10%	x	x	x
CCCn1c(=S)[nH]c2cc(C(=O)N3CCN(C4CCCCC4)CC3)ccc2c1=O	-34	5%	31%[activator]	5%	3%	0%	-2%

(listing goes on)
canonical_smiles	HCMV inh	Tb PYK inh	AMA1-RON2 inh	AmpC inh detg	HCV inhibitor	LmPK inh	AmpC no deterg
CC(C)N(c1ccccc1)c1ccc(NC(=O)CCl)cc1	-61*	-2%	0%	-7%	u	-1%	-15%
COC(=O)CNc1nc(-c2ccncc2)nc2ccccc12	123	1%	4%	-1%	-32%	1%	-18%
COC(=O)c1cn(-c2ccccc2)c(C)c1C(=O)OC	20	-13%	9%	-9%	11%	-2%	-4%
N#CCCN(/N=C/c1cccnc1)C1=NS(=O)(=O)c2ccccc21	68	4%	-25%	3%	1%	-3%	-19%
CCC(CC)C(=O)NCc1ccc2c(c1)cc(C)n2C	-8	0%	19%	6%	-7%	-2%	-9%
CC(C)N(CC(N)=O)C(=O)Cc1coc2cc3c(cc12)CCC3	-20	-2%	3%	3%	5%	4%	-10%
Clc1cccc(N2CCNCC2)c1	10	-2%&-5%	3%	u	7%	x	-13%
O=C(Nc1ccccc1N1CCCCC1)c1ccc(Cl)cc1	u	0%	1%	-14%	u	-3%	-34%

The listing continues:
canonical_smiles	HCMV inh	Tb PYK inh	AMA1-RON2 inh	AmpC inh detg	HCV inhibitor	LmPK inh	AmpC no deterg
Cc1cccc(C(=O)NC2CCN(CC(=O)NCc3cccs3)CC2)c1	6	1%	-1%	2%	11%	-4%	8%
O=C(NC1CCSc2ccccc21)c1cccc(OC(F)F)c1 (configuration not stated)	u	0%	-3%	-1%	-18%	-5%	-22%
NC(=O)N/N=C/c1ccc(-c2ccc([N+](=O)[O-])cc2)o1	3	-3%	-7%	1%	10%	-7%	7%
CCOC(=O)c1cc(S(=O)(=O)N2CCN(c3ccc(C(C)=O)cc3)CC2)[nH]n1	15	3%	x	9%	x	x	x
O=C(O)c1ccc(Oc2cc(Oc3ccc(C(=O)O)cc3)cc([N+](=O)[O-])c2)cc1	3	-1%	-1%	-8%	-3%	-4%	-24%
O=C(c1cc(-c2cccs2)on1)N1CCN(c2ccccc2)CC1	22	1%	-25%	3%	u	0%	-6%
Cc1cc(C(=O)Nc2sc3c(c2C#N)CCC(C(C)(C)C)C3)no1 (configuration not stated)	-5	-3%	-12%	-3%	-19%	20%	-22%
CCCN(C(=O)Cc1nc(-c2ccc(OC)cc2)no1)c1ccccc1C	-6	0%	x	1%	x	x	x

The list goes on.
canonical_smiles	HCMV inh	Tb PYK inh	AMA1-RON2 inh	AmpC inh detg	HCV inhibitor	LmPK inh	AmpC no deterg
CCOC(=O)c1c(C)oc2cc(Cl)c(O)c(CN(C)C)c12	-14	8%	0%	0%	u	-11%	-21%
CC(C)c1ccccc1NC(=S)NC1CCCCC1	u	-3%	5%	u	-6%	-1%	0%[2.29 µM]
CCCc1nn2c(=O)cc(COC(=O)c3cccc(NC(=O)c4cccs4)c3)nc2s1	24	6%	x	12%	x	x	x
CC1CCc2nc3ccccc3c(C(=O)OCC(=O)N3CCc4ccccc43)c2C1 (configuration not stated)	-8	-2%	2%	-9%	u	3%	7%
COc1c(Cl)cc(C(=O)Nc2ccc(Cl)cn2)cc1Cl	119	1%	-1%	2%	4%	8%	-13%
Cc1c(C(=O)Oc2ccc(Cl)cc2)n(C)oc1=O	23	0%	-1%	-2%	12%	-9%	-10%
CCOc1ccc(CCNC(=O)c2ccc(-c3nc(COc4ccc(C)cc4)c(C)o3)cc2)cc1	-7	0%	x	21%	x	x	x
COc1ccccc1-n1ccnc(SCC(=O)NC2CCCCC2)c1=O	-12	-21%	-15%	-5%	-14%	x	-23%

Some of these compounds in order of length of the SMILES, largest number first.
canonical_smiles	HCMV inh	Tb PYK inh	AMA1-RON2 inh	AmpC inh detg	HCV inhibitor	LmPK inh	AmpC no deterg
CCOc1ccc(CCNC(=O)c2ccc(-c3nc(COc4ccc(C)cc4)c(C)o3)cc2)cc1	-7	0%	x	21%	x	x	x
CCOC(=O)c1c(C)oc2cc(Cl)c(O)c(CN(C)C)c12	-14	8%	0%	0%	u	-11%	-21%
COc1c(Cl)cc(C(=O)Nc2ccc(Cl)cn2)cc1Cl	119	1%	-1%	2%	4%	8%	-13%
Cc1c(C(=O)Oc2ccc(Cl)cc2)n(C)oc1=O	23	0%	-1%	-2%	12%	-9%	-10%

Other entries:
canonical_smiles	HCMV inh	Tb PYK inh	AMA1-RON2 inh	AmpC inh detg	HCV inhibitor	LmPK inh	AmpC no deterg
O=C(CNc1cccc(S(=O)(=O)N2CCCCC2)c1)Nc1cccc(F)c1	u	-1%	-4%	-3%	-22%	x	-35%
CCCOc1ccc(Cc2c(Cl)nc(SC)nc2OC)cc1	4	-10%	15%	-9%	-24%	-2%	-22%
CC/C(=N\NC(=O)c1c[nH]c2ccccc12)c1cccs1	85	5%	-18%	u	-10%	-1%	-39%
O=C(Nc1cccnc1Cl)c1cc(-c2ccc(Cl)cc2)on1	-32&9	-1%&1%	3%	2%&20%	4%	-6%	-3%
COC(=O)/C(=N/Nc1ccccc1C)Sc1nnc(C(O)c2ccccc2)n1-c1ccccc1 (configuration not stated)	28	u	-4%	0%	6%	-15%	-11%
CCn1c(Cc2ccccc2)nnc1SCC(=O)Nc1nccs1	-7	0%	-4%	-1%	-2%	-9%	-18%
C#CCNC(=O)C1=C[C@@H](c2ccccc2)C[C@@H](OCCCCO)O1	-1	-2%	9%	x	21%	x	x

Screening results from PubChem.
